CYP2C9 inh – human CYP2C9 inhibition | CYP2C9 Supersomes, luciferin-H conversion, luminescence | P11712 | inhibition, % at 5 µM | 20% of 96,000 active | AID 777;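 active = blocking of liver enzyme CYP2C9 beyond about 50% at 5 µM, limit read from the data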; also: values of inactives mirror those of a sister screen read the other way
Target sequence (P11712 whole entry, looked up): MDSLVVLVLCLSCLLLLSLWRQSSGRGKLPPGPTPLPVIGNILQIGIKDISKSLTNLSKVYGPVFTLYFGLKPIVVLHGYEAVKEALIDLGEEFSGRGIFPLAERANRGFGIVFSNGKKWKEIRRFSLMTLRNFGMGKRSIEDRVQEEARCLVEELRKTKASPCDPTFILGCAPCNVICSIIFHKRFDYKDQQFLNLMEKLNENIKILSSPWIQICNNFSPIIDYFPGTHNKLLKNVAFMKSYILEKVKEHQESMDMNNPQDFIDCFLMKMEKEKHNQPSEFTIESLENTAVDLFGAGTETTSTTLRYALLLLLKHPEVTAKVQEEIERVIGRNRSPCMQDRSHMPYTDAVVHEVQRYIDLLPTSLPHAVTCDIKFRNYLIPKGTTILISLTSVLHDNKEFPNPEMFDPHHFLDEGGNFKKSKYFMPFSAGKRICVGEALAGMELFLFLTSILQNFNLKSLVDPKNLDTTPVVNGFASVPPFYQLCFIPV
LYP act – LYP (human) phosphatase activation. Q9Y2R2. recombinant LYP, DiFMUP fluorescence; 0 = plate median, 100 = signal doubled. activation, % at 2 µM. 0.11% of 96,000 active;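 active = activation at 2 µM above a set limit, the mean plus 5 SD, cut at about 37% in these data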
PTPN22 inh 2 – blocks human PTPN22 phosphatase activity; recombinant LYP catalytic domain, DiFMUP fluorescence; inhibition, % at 2 µM; 0.21% of 96,000 active;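 active = inhibition at 2 µM at or above a set limit, the screen mean plus 3 SD, cut at about 24% in these data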;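 also: 0% = DMSO with enzyme and 100% = enzyme fully blocked by orthovanadate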
Pyk2 oligo antag – blocks oligomerization of human Pyk2 in cells. Q14289. Q293 cells, Pyk2 FERM NanoBiT luminescence; stronger effect = lower value. z-score (the deposit names both 25 µM and 10 µM). 0.83% of 99,000 active. AID 1347419;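 active = Z-score of -3 or lower, scaled per plate to the spread of control and sample wells; inactive = z-score above -3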;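 also: negative z-score means lost luminescence so less FERM oligomerization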
Ecoli WT expand – blocks growth of wild type E. coli BW25113 | OD600 absorbance | growth inhibition, % at 100 µM | 0.15% of 98,000 active | AID 710;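 active = growth inhibition above about 50% at one test dose, limit read from the data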;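 also: growth measured after 20 h incubation at 37 °C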
PostGolgi ctrl – growth of the yeast control strain, post-Golgi counter-screen; efflux-deficient yeast background strain, growth absorbance A615, 16 h; inhibition, % at 10 µM; 5% of 98,000 active; AID 738
hDAT+cocaine – modulates human dopamine transporter uptake under cocaine; Q01959; LLC-PK1 hDAT cells, [14C]-dopamine uptake with cocaine IC80; actives deviate in either direction; B-score at 10 µM; 1.3% of 110,000 active;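 active = Z score or B-score, a plate-position-corrected score, falls beyond the plate's 99.7% confidence bounds, in either direction; inactive = both scores lie inside the 99.7% bounds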;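 also: scored against the spread of the other compound wells on the same plate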
PostGolgi yeast – growth inhibition of a yeast mutant, post-Golgi transport screen; post-Golgi transport phenotypic cell assay; 0.9% of 98,000 active; inhibition, % at 10 µM; AID 739;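 also: yeast cells grown in 1536-well plates; yeast grown about 18 h at 30C before absorbance read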
CYP2C9 activ – activators of human CYP2C9. P11712. recombinant CYP2C9, luciferin-H conversion, luminescence; stronger effect = higher value; factor 1 = untreated enzyme, 0 = blocked. activation factor at 5 µM. 1.4% of 96,000 active. AID 1024;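 active = activation factor of 2 or more for CYP2C9 at a 5 µM dose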;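 also: 0 = sulfaphenazole-blocked wells and 1 = vehicle-only wells; values of inactives mirror those of a sister screen read the other way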
Starred values were filed as active, the others as inactive; / = no result given. Rule as the data show it, unless noted: active = inhibition above about 30%; inactive = the rest.

SMILES	CYP2C9 inh	LYP act	PTPN22 inh 2	Pyk2 oligo antag	Ecoli WT expand	PostGolgi ctrl	hDAT+cocaine	PostGolgi yeast	CYP2C9 activ
CC1(C)CNC(=O)c2sc(NC(=O)CN3CCOCC3)nc2C1	-11.3	-3.9	-1.6	0.65	6.0	6.8	-0.052	-7.9	1.1
CCc1ccc(S(=O)(=O)NCc2cn3c(C)csc3n2)s1	-20.3	3.4	-6.0	/	-4.0	-1.5	0.0763	-5.6	1.2
Fc1cccc(C2CC(c3cccc(Br)c3)Nc3nnnn32)c1 (centres undefined)	94.9*	/	/	-0.35	9.0	9.2	-0.824	18.3	0.1
CCOc1ccc(OCC)c(NC(=O)CSCC(=O)O)c1	-7.6	8.4	-10.0	0.02	2.0	-5.6	-0.933	-7.4	1.1
Cc1ccc(-c2nnc(SCC(=O)O)n2N)cc1	0.4	2.3	-5.2	0.18	0.0	4.5	0.582	-0.3	1
COc1ccc2c(=O)c(N3C(=O)c4ccccc4C3=O)coc2c1	6.7	1.5	-9.3	-0.18	-1.0	2.6	-0.745	3.2	0.9
CCOC(=O)c1sc(NC(=O)CSc2nnc(Cc3ccccc3)o2)c(C#N)c1C	90.4*	-1.7	-1.3	-0.25	6.0	8.5	/	15.7	0.1
O=C(CSc1nnc(-c2cccs2)n1Cc1ccccc1)NCc1ccc2c(c1)OCO2	78.6*	6.4	-10.1	-0.94	-10.0	6.2	2.05	-1.3	0.2
CCOC(=O)C1CCCN(C(=O)CN2CCN(Cc3ccc(Cl)cc3)C2=O)C1 (centres undefined)	9.8	6.6	-8.2	/	1.0	27.6	-0.00116	-2.2	0.9
CCc1c(C)nc(SCC(N)=O)c(C#N)c1C	9.4	-1.6	3.8	0.89	10.0	6.7	1.23	-5.0	0.9
Cc1cccc(NC(=O)CSc2nnc(Cn3cnc4ccccc43)o2)c1	/	38.0*	-37.9	1.83	/	/	0.105	/	/
Cn1cc(Cl)c(C(=O)NC2CCCC2)n1	1.3	2.8	-5.3	/	1.0	12.1	-0.664	-12.7	1
CCOC(=O)c1ccc(NC(=O)CCc2nc(-c3ccccc3Cl)no2)cc1	95.6*	/	/	-0.64	5.0	17.3	/	-2.9	0
O=C(Nc1ccccc1N1CCN(C(=O)c2ccc(Cl)cc2)CC1)c1ccc2c(c1)OCO2	83.9*	-6.8	8.9	-3.17*	-22.0	19.6	-0.059	-4.8	0.2
COc1cc(NC(=O)C2CCN(S(=O)(=O)c3ccc(Cl)cc3)CC2)ccc1-n1cnnn1	9.2	0.1	-2.1	-0.5	-8.0	-3.5	-0.799	-2.6	0.9
CC(C)n1c(N2CCN(C(=O)Nc3ccccc3)CC2)nc2ccccc21	52.3*	-8.9	10.8	0.7	5.0	6.5	0.533	-2.4	0.5
CN1CCN(Cc2cc(=O)oc3ccc(Cl)cc23)CC1	-1.1	14.2	-15.3	0.81	6.0	0.6	0.371	3.8	1
O=C(COC(=O)c1cccnc1Nc1cccc(C(F)(F)F)c1)NCc1ccc2c(c1)OCO2	-1.5	-12.5	9.5	2	-10.0	5.0	-0.959	-10.0	1
Cc1cccc2c1OCC/C2=N\NC(=O)COc1ccccc1	35.2	-7.9	10.6	2.05	-7.0	18.3	-0.377	-2.2	0.6
O=C(Nc1ccn(Cc2ccccc2F)n1)c1ccc(COc2cc(Cl)ccc2Cl)o1	90.9*	-0.2	2.5	-0.56	-8.0	13.1	0.289	0.9	0.1
CN=CC1=C(O)CC(C)(C)CC1=O	19.3	-5.9	5.1	1.61	3.0	24.1	-0.907	0.0	0.8
O=C(CSc1nnc(-c2ccccn2)n1Cc1ccccc1)N1CCCC1	24.6	6.9	-11.4	0.28	-7.0	-6.0	-0.392	-0.8	0.8
COC(=O)C1C(=O)NCC1c1ccccc1 (centres undefined)	-22.7	-4.9	4.5	-0.06	1.0	6.6	/	18.9	1.2
Cc1c(NC(=O)Cn2ccc([N+](=O)[O-])n2)c(=O)n(-c2ccccc2)n1C	-55.3	4.9	-1.3	0.04	10.0	15.6	-0.764	-0.7	1.6
CCOc1ccccc1CNC(=O)C1CCN(C(=O)c2sccc2-n2cccc2)CC1	-8.0	-2.7	2.4	1.49	-18.0	3.0	-0.307	-0.5	1.1
CC(C)n1nnnc1SCC(=O)c1ccc2c(c1)OCCO2	4.3	-11.0	12.8	0.07	2.0	10.2	0.0384	-5.1	1
COc1cccc(NC(=O)CSc2nc3n[nH]c(C)c3c(=N)n2-c2cccc(OC)c2)c1	79.5*	5.3	-6.8	-1.45	-2.0	-3.5	0.439	-0.8	0.2
CC(=O)Nc1ccc(NC(=O)CN(C)CCC#N)cc1	-35.9	-4.2	0.9	-0.16	10.0	6.0	-0.0515	3.4	1.4
Cc1cc(C)c(NC(=O)CN2CCN3CCCC3C2)c(C)c1 (centres undefined)	-10.5	-0.9	-2.3	1.07	3.0	1.7	-0.101	-6.0	1.1
O=C1NC(Cc2c[nH]c3ccccc23)C(=O)N1CCOc1ccc(F)cc1 (centres undefined)	71.1*	2.2	1.2	-0.38	1.0	8.4	1.11	-1.5	0.3
CCC1CCCCN1C(=O)CSc1nnc(CNC(=O)c2ccco2)o1 (centres undefined)	-9.0	9.5	-11.0	-0.5	-3.0	-3.7	0.569	4.2	1.1
CCOC(=O)c1cc(C(=O)Nc2ccccc2F)nn1C	5.5	3.1	-3.1	-0.14	-2.0	3.4	0.893	0.8	0.9
CC(NC(=O)c1ccc(F)cc1)c1nc2ccccc2n1Cc1ccccc1F (centres undefined)	49.9	-4.0	2.9	-1	-16.0	11.7	-0.279	7.7	0.5
CCOc1ccc(N=C2SC(C(=O)O)CC(=O)N2C)cc1 (centres undefined)	-4.3	6.3	-7.2	-0.1	0.0	-1.4	0.307	-8.7	1
Cc1cccc(N2CC(=O)N(c3cccc(C)c3)CC2=O)c1	-18.3	-6.6	3.3	0.5	1.0	-0.1	-0.527	2.1	1.2
COc1ccc(-c2cc(C(F)(F)F)nc(NC3CCCC3)n2)cc1OC	-12.9	-9.7	8.0	-0.5	-5.0	34.2*	1.06	0.3	1.1

A different layout for five compounds above.
Structure | CYP2C9 inh | LYP act | PTPN22 inh 2 | Pyk2 oligo antag | Ecoli WT expand | PostGolgi ctrl | hDAT+cocaine | PostGolgi yeast | CYP2C9 activ
Cc1ccc(-c2nnc(SCC(=O)O)n2N)cc1 | 0.4 | 2.3 | -5.2 | 0.18 | 0.0 | 4.5 | 0.582 | -0.3 | 1
COc1ccc2c(=O)c(N3C(=O)c4ccccc4C3=O)coc2c1 | 6.7 | 1.5 | -9.3 | -0.18 | -1.0 | 2.6 | -0.745 | 3.2 | 0.9
CCOC(=O)c1sc(NC(=O)CSc2nnc(Cc3ccccc3)o2)c(C#N)c1C | 90.4* | -1.7 | -1.3 | -0.25 | 6.0 | 8.5 | / | 15.7 | 0.1
O=C(CSc1nnc(-c2cccs2)n1Cc1ccccc1)NCc1ccc2c(c1)OCO2 | 78.6* | 6.4 | -10.1 | -0.94 | -10.0 | 6.2 | 2.05 | -1.3 | 0.2
CCOC(=O)C1CCCN(C(=O)CN2CCN(Cc3ccc(Cl)cc3)C2=O)C1 (centres undefined) | 9.8 | 6.6 | -8.2 | / | 1.0 | 27.6 | -0.00116 | -2.2 | 0.9

(listing goes on)
SMILES	CYP2C9 inh	LYP act	PTPN22 inh 2	Pyk2 oligo antag	Ecoli WT expand	PostGolgi ctrl	hDAT+cocaine	PostGolgi yeast	CYP2C9 activ
CCOc1ccc(-n2c(SCc3nc(-c4cccs4)no3)nnc2-c2ccncc2)cc1	94.2*	-6.9	5.2	-0.91	-2.0	2.3	2.42	-6.4	0.1
CC(C)C12CN3CC(C(C)C)(CN(C1)C3c1ccccc1O)C2=O (centres undefined)	89.6*	6.4	-6.8	0.41	2.0	12.1	0.13	5.8	0.1
O=C(NCCN1CCOCC1)c1cc2sccc2n1Cc1ccc(Cl)cc1	68.7*	/	/	-0.69	14.0	12.6	-0.0453	9.1	0.3
O=C(CN1CCN(c2ccc(F)cc2)CC1)Nc1ccc(F)c(F)c1	32.1	5.3	-7.3	1.25	-7.0	13.3	0.0167	0.8	0.7
CC(=O)c1ccc(C#CC(C)(C)O)s1	13.3	-3.9	1.7	0.82	7.0	13.2	-0.126	1.1	0.9
O=C(Oc1cncc(Cl)c1)c1ccco1	/	-4.6	1.5	0.28	/	/	0.473	/	/
COc1ccc(NC(=O)N2CCN(c3nc(-c4cccc(OC)c4)cs3)CC2)cc1	/	-13.9	16.5	-0.07	-18.0	41.5*	1.34	-16.9	/
CS(=O)(=O)N(CC(=O)N1CCN(c2cccc(Cl)c2)CC1)c1cccc(F)c1	-0.9	-14.5	18.2	0.71	-6.0	1.5	0.307	-3.1	1
CCCC(=O)NC(=S)Nc1ccc(NC(=O)c2cccs2)cc1	85.0*	11.0	-7.7	-0.7	4.0	-4.7	-0.481	-1.9	0.2
CCCCNC(=O)Nc1nnc(-c2ccc(OCC)cc2)o1	20.1	-5.5	6.6	0.98	-4.0	8.6	0.407	10.5	0.8
C=CCn1c(SCC(=O)Nc2cc(C)on2)nc2sc3c(c2c1=O)CCCC3	-13.7	-13.6	15.1	-0.34	-5.0	-3.7	1.25	5.9	1.1
CCCCNC(=O)c1onc(CSc2ccc(Cl)cc2)c1C(=O)O	86.5*	2.1	0.5	/	-9.0	6.2	-1.85	-5.3	0.1
COc1ccc(C(=O)Nc2nc(-c3ccc(S(=O)(=O)N4CCOCC4)cc3)cs2)cc1	62.5*	-9.6	8.7	-2.84	-2.0	7.0	-0.43	-5.8	0.4
CC(SCc1ccccc1)C(=O)NC1CCCC1 (centres undefined)	74.2*	-8.8	11.8	0.36	-3.0	2.1	-0.371	-3.6	0.3
O=C(NCc1ccccc1)c1cc2ccccc2o1	-3.1	6.3	-5.3	1.25	17.0	6.5	0.183	6.5	1
COc1cc(C(c2nnnn2C(C)(C)C)N2CCN(c3nc4ccccc4s3)CC2)ccc1O (centres undefined)	97.0*	3.1	-5.8	-0.92	0.0	7.2	0.943	0.0	0
COC(=O)c1ccc(CSc2nnc(-c3ccncc3)n2Cc2ccccc2)o1	74.2*	2.8	-4.8	-1.07	0.0	2.3	1.73	2.0	0.3
Cc1cc(NCC(C)C)n2ncnc2n1	-18.3	-6.3	6.2	-0.16	6.0	6.7	/	11.4	1.2
CCn1c(SCC(=O)Nc2cc(F)ccc2C)nnc1-c1ccccc1O	80.7*	-5.5	4.5	1.26	17.0	-0.3	-0.191	-7.7	0.2
COc1ccccc1CC(=O)N1CCCC1	-38.8	22.7	-19.5	0.87	-1.0	11.1	-0.492	3.4	1.4
COc1ccc(CCNc2oc(COc3ccccc3F)nc2C#N)cc1OC	91.1*	-2.9	1.5	0.04	-13.0	26.1	0.954	-2.9	0.1
Cc1noc(C)c1S(=O)(=O)N1CCC(C(=O)Nc2ccc(OC(F)(F)F)cc2)CC1	-7.7	12.9	-11.1	-0.08	2.0	10.5	-1.11	-3.9	1.1
Cc1ccc(NC(=O)C2(N(CC(C)C)C(=O)Cn3nnnc3N)CCCCC2)cc1	-8.1	/	/	2.33	-1.0	6.3	-0.394	8.7	1.1
COc1ccc(-n2c(Cn3c(=O)sc4ccccc43)nnc2SC)cc1	/	/	/	/	-8.0	22.8	1.02	1.9	/
Cc1ccc2c(CC(=O)Nc3nc(C)cs3)coc2c1	23.0	-5.2	4.7	-0.22	7.0	-1.1	0.592	-1.0	0.8

Assay outcomes as filed in PubChem.
